Source: PubChem BioAssay
Mdm2-MdmX inh = inhibitors of human Mdm2-MdmX association, primary screen, cell-based, luminescence, split luciferase, SaOS-2, uHTS; SaOS-2 split-luciferase Mdm2/MdmX complementation; Protein Mdm4 (Homo sapiens) + E3 ubiquitin-protein ligase Mdm2 (Homo sapiens), …; 3% of 330,000 active; inhibition, % at 8 µM;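 active means inhibition of at least 50% at 8 µM in the primary screen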
CXCR6 block = CXCR6 receptor inhibitors, primary screen, cell-based, beta-arrestin, luminescence, CHO-K1 PathHunter, 1536-well. C-X-C chemokine receptor type 6 (Homo sapiens), O00574. AID 602244, 2012. inhibition, % at 20 µM. 0.36% of 360,000 active; in the data active means inhibition above about 34%, passing the limit was not always enough;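 further: antagonist mode with CXCL16 agonist at 10 nM final; 0% = 10 nM CXCL16 with DMSO and 100% = unstimulated wells without agonist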
Target sequence (O00574 whole entry, looked up): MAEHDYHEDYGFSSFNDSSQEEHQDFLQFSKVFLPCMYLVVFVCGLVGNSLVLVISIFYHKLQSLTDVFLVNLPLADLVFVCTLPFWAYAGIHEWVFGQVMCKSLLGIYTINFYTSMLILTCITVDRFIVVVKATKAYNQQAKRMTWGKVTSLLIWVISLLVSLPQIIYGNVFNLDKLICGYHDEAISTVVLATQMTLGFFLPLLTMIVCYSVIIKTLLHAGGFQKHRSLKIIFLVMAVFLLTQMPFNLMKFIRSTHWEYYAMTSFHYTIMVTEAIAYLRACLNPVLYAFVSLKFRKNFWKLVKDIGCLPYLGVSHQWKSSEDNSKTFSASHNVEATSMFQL
tim10-1 inh = growth inhibitors of tim10-1 mutant yeast, primary screen, luminescence, uHTS; 2.2% of 330,000 active; inhibition, % at 20 µM; S. cerevisiae tim10-1 ts strain growth, BacTiter-Glo, 24 h; AID 463190, 2010;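 active means inhibition of at least 40%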;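 further: mutant grown at 25 °C; 0% = DMSO wells with yeast and 100% = wells holding no yeast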
APJ antag = antagonists of human apelin receptor APJ, primary screen, CHO-K1 cells, beta-arrestin complementation, luminescence | 0.32% of 330,000 active | inhibition, % at 20 µM;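 active means inhibition above about 40% at 20 µM, limit read from the data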;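 further: cells challenged with 10 nM apelin-13 agonist together with compound; plate controls were apelin-13 plus DMSO wells for no effect and DMSO wells lacking apelin-13 for full effect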
Target sequence (P35414 whole entry, looked up): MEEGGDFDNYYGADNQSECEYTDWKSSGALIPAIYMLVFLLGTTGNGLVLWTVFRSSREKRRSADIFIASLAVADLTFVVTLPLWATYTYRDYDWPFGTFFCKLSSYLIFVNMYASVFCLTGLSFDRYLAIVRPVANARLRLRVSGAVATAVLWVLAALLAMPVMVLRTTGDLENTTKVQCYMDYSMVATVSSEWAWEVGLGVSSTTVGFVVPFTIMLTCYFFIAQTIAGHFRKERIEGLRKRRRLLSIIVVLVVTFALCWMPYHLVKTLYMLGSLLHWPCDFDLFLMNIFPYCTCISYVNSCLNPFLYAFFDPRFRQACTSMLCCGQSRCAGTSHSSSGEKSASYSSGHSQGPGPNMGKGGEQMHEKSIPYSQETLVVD
TIM10 inh = growth inhibitors of isogenic TIM10 control yeast, primary screen, counter-screen for tim10-1 yeast inhibitor project, luminescence, uHTS; inhibition, % at 10 µM; S. cerevisiae TIM10 strain growth, BacTiter-Glo luminescence, 24 h; 1.4% of 330,000 active;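 active means inhibition of 40% or more at the single tested concentration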;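 further: wild-type TIM10 isogenic control strain grown at permissive 25 °C; 0% = DMSO yeast wells and 100% = minimal medium wells without yeast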
APJ agonist = agonists of human apelin receptor APJ, primary screen, CHO-K1 cells, PathHunter beta-arrestin, luminescence; 0.11% of 330,000 active; activation, % at 20 µM; P35414; AID 2520, 2010; 0% DMSO wells, 100% apelin;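 active means activation more than six SD over the plate average, tested at 20 µM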;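 further: 0% = DMSO alone and 100% = apelin-13 at 10 nM; some results filed as inactive read as strong as hits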
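Assay system: engineered CHO-K1 APJ arrestin reporter cells; Amount: 1000 CHO-K1 reporter cells seeded per well; Dosing: one dose, 20 µM compound, 1% DMSO; Times: compound stimulation 90 min at 25 °C, detection 60 min; Measured by: luminescent beta-gal fragment complementation, chemiluminescent substrate; Read-out: APJ–arrestin association signal; Controls: DMSO vs Apelin-13 10 nM.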
tim23-1 inh = growth inhibitors of tim23-1 mutant yeast, primary screen, luminescence, uHTS; S. cerevisiae tim23-1 growth, BacTiter-Glo luminescence, 24 h; inhibition, % at 20 µM; 1.3% of 330,000 active; AID 463212, 2010;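 active means growth inhibition of the mutant yeast at or above 50%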;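 further: temperature-sensitive mutant grown at 25 °C; plate controls were DMSO-treated mutant yeast for no effect and medium wells lacking yeast for full effect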
UPR XBP1 act = activators of adaptive XBP1 UPR arm, primary screen, cell-based, CHO-XBP1 luciferase reporter, luminescence, uHTS. AID 463104, 2010. activation, % at 20 µM. IRE1-XBP1 UPR activation; percent of tunicamycin response, DMSO as zero. 0.33% of 330,000 active;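 active means versus positive control, 20 µM dose yields 30% or more activation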;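 further: 100% = tunicamycin at 10 µg/mL and 0% = DMSO only wells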
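Material: CHO cell line with stable XBP1 luciferase reporter; buffer or medium: F12 medium containing 10% fetal bovine serum; compound: single point, 20 µM final compound, 1% DMSO; incubation: 6 h treatment, 37 °C; measured by: glow luminescence from Steady-Glo reagent; evaluation: activation, % of tunicamycin; control set: tunicamycin high, DMSO low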
CHOP UPR activ = activators of apoptotic CHOP UPR arm, primary screen, cell-based, CHO-CHOP luciferase reporter, luminescence, uHTS. UPR activation; percent of tunicamycin response over DMSO baseline. 0.34% of 330,000 active. activation, % at 10 µM. AID 449763, 2010;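 active means at 10 µM dose, activation of 40% or more, normalized to positive control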;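 further: 100% = tunicamycin at 10 µg/mL and 0% = DMSO alone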
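measured by = luciferase luminescence | assay system = CHO-CHOP cells, stable luciferase reporter of PERK-eIF2a-CHOP signalling | amount = 500 reporter cells seeded per well | timing = 6 h compound exposure at 37 °C after overnight seeding | controls = positive tunicamycin 10 µg/mL, negative DMSO alone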
* marks the source's active call; other numbers are inactive results; . = no result given. The list is partial; count on the stated rates, not on these rows.

SMILES	Mdm2-MdmX inh	CXCR6 block	tim10-1 inh	APJ antag	TIM10 inh	APJ agonist	tim23-1 inh	UPR XBP1 act	CHOP UPR activ
COc1ccc(S(=O)(=O)Nc2ccc3c(c2)CC(=O)N([C@H](C)CO)C[C@H](C)[C@H](CN(C)C(=O)Nc2ccc4c(c2)OCO4)O3)cc1	2	-12	6	-10	4	-1	6	-4	0.6
NS(=O)(=O)c1cccc(NC(=O)COC(=O)/C=C/c2nc3ccccc3s2)c1	23	-7	-1	7	-8	-4	8	3	5.2
O=c1c2ccccc2nc(SCc2nc3ccccc3s2)n1Cc1ccco1	40	7	11	16	3	-4	3	-1	-0.8
COc1cc(C(=O)NC(=S)NCc2ccco2)cc(OC)c1OC	7	6	30	2	8	0	23	1	-3.2
C#CCOCCOCCOCCNc1nc(N2CCN(C(=O)CCCCCCCCCCNC(=O)[C@H](CCCCN)n3cc(CCO)nn3)CC2)nc(N2CCN(C(=O)CCCCCCCCCCNC(=O)[C@H](CCCCN)n3cc(C[C@@H](C)CC)nn3)CC2)n1	26	.	28	13	13	9	57*	2	1.6
C/C(=N\NS(=O)(=O)c1ccc(Cl)cc1)c1ccc(NC(=O)c2ccco2)cc1	-7	0	14	-24	12	-3	19	0	0.9
CCOc1ccccc1C1C2C(=O)N(c3ccccc3)C(=O)C2ON1c1ccccc1 (configuration not stated)	-6	2	18	0	3	-3	15	-1	0.4
O=C(CSc1ccc(-c2ccc(F)cc2)nn1)N1CCCc2ccccc21	13	-10	-4	-22	22	-1	23	-1	-0.4
COc1cc(-n2c(=O)c3ccccc3n(Cc3cc(=O)n4ccccc4n3)c2=O)cc(OC)c1OC	11	6	4	13	9	1	8	0	6.7
C/C(=N/NC(=O)COc1cc(C)ccc1C(C)C)C(=O)O	7	-7	13	8	17	-3	14	0	0.4
Cc1c(C(=O)NC(=S)NCc2cccnc2)oc2ccccc12	-23	-3	22	7	16	5	17	3	1.4
O=C(NC(c1ccccc1)c1cc(Cl)c2cccnc2c1O)c1cccnc1 (configuration not stated)	83*	.	36	40	-17	-8	70*	4	13
Cc1ccc(C(=O)N2CCC(C(=O)NC3CCCCCC3)CC2)cc1	-8	5	10	5	-13	-1	14	-1	0.0
O=C(NCC1CCCO1)C(=O)N/N=C/c1c(F)cccc1Cl (configuration not stated)	-6	-3	10	22	-8	-1	16	0	3.0
Cc1ccc(S(=O)(=O)N2CCCCC2)cc1NC(=O)COC(=O)c1cccn1C	-13	1	13	-8	11	-3	18	-3	-0.4
CCN(c1ccccc1)S(=O)(=O)c1ccc(OC)c(NC(=O)c2ccc(=O)[nH]c2)c1	6	-8	2	10	-16	2	-10	0	0.7
COc1ccccc1NC(=O)c1cc2ccccc2o1	-129	-10	8	-11	-7	-3	-2	4	-1.2
CN(CC(=O)Nc1ccc(Cl)cc1)C(=O)c1cccc(S(=O)(=O)N(C)C)c1	8	-1	-6	-10	-16	-2	-4	-4	-0.7
COc1ccc2[nH]c3c(c2c1)CC(C)NC3=O (configuration not stated)	78*	-10	-10	-20	-1	2	-2	-4	1.3
O=C(COC(=O)c1ccc(F)cc1F)Nc1ccc2[nH]c(=O)[nH]c2c1	6	-12	11	4	1	-3	-5	0	-0.3
CC(C)CN(CC(C)C)C(=O)CN1c2cccc3cccc(c23)S1(=O)=O	-18	-8	36	2	9	0	32	-1	-1.2
CCCn1c2c(c(O)c(C(=O)NCc3ccccc3)c1=O)CCCC2	22	5	17	18	5	3	4	-3	-1.5
Cc1cn([C@H]2C[C@H](O)[C@@H](CCC(=O)NCCCn3ccnc3)O2)c(=O)[nH]c1=O	-9	-3	14	.	-13	.	32	2	2.8
Cc1ccc(S(=O)(=O)N(CC(O)CN2CCCC2)c2ccccc2)cc1 (configuration not stated)	15	9	13	10	-9	-5	11	-2	-2.5
Cc1nn(Cc2c(F)c(F)c(F)c(F)c2F)c(C)c1NC(=O)c1c(-c2ccccc2)nn(-c2ccccc2)c1C	8	0	12	-8	-4	-3	-11	2	-0.1

Remaining list, next part
SMILES	Mdm2-MdmX inh	CXCR6 block	tim10-1 inh	APJ antag	TIM10 inh	APJ agonist	tim23-1 inh	UPR XBP1 act	CHOP UPR activ
CCN(CC)CCCNC(=O)c1ccc2c(SCC(=O)O)c3c(nc2c1)CCC3	-19	.	6	-4	0	1	1	0	-1.1
COCCCNC(=O)CNC(=S)N(Cc1ccccc1)Cc1cccnc1	-17	0	10	-1	-21	-5	3	-2	0.1
CCN1CCN(c2nc3c(C)cccn3c(=O)c2/C=C(\C#N)S(=O)(=O)c2ccc(C)cc2)CC1	-3	16	-12	12	4	-4	-6	-1	3.0
Cc1cc2nc(-c3ccc(SCc4ccccc4C#N)nc3)[nH]c2cc1C	17	6	11	-18	26	4	26	-3	3.9
Cn1c(=NC(=O)c2ccccc2[N+](=O)[O-])sc2cc(S(C)(=O)=O)ccc21	-44	-18	8	-32	-5	7	-6	3	-0.9
CCn1cc(CN2CCC(C(=O)Nc3cccc(-c4cccc(F)c4)c3)CC2)cn1	7	-1	-7	26	-3	2	-1	1	-0.2
O=C(CSc1cn(Cc2ccccc2)c2ccccc12)Nc1nccs1	-184	11	2	21	1	-3	-14	3	5.5
CCOc1ccc(-n2c(C)cc(/C=C3/C(=N)N4C(=NC3=O)SN=C4S(C)(=O)=O)c2C)cc1	8	15	32	15	27	-2	34	0	-1.8
O=C(CCSCc1ccc(Cl)cc1)NCCc1ccccc1	6	5	-51	-3	-1	1	24	-1	1.8
CCCN1Cc2cccc(C(=O)NCCc3cccc(C)c3)c2C1=O	-1	7	30	-4	6	-4	29	1	1.3
Cc1noc(C)c1NC(=O)N(C)C[C@@H]1Oc2c(NC(=O)NC(C)C)cccc2C(=O)N([C@@H](C)CO)C[C@@H]1C	15	-4	0	3	-8	-2	3	-2	0.7
CCOc1ccc(S(=O)(=O)NC(C)C)cc1C(N)=O	-11	-6	-13	4	-7	-2	3	-3	0.1
CCOC(=O)C1=C(C)Nc2ccccc2N=C1NC(=O)C(CC)c1ccccc1 (configuration not stated)	9	-2	26	8	-1	0	10	-2	-2.0
CC(C)C(C(=O)NCC1CCCO1)N(Cc1cccs1)C(=O)CNS(=O)(=O)c1ccccc1 (configuration not stated)	15	-3	-5	-12	-18	-1	-2	3	-1.3
O=C(Cn1nnc(-c2ccccc2F)n1)N1CCCCC1	-56	8	0	-9	10	-3	9	-4	1.8
COc1ccc(C)cc1NC(=O)CCN1CCCC1	-6	-4	4	-18	-1	-3	2	-1	0.1
CN(CC(=O)Nc1cccc(F)c1)C(=O)CCNC(=O)c1ccc(Br)cc1	4	-18	4	11	6	4	13	-1	2.3
COc1ccc(S(=O)(=O)N2CCCN(CC(=O)Nc3ccc4c(c3)OCO4)CC2)cc1	-5	0	35	7	25	2	19	-2	-1.1
CCC1=NN(C(=O)COc2ccccc2)C(O)(c2ccncc2)C1 (configuration not stated)	20	-2	0	23	-4	-1	-6	0	0.5
O=C(COc1ccccc1)Nn1cnc2ccccc21	1	-6	-1	18	-6	-1	4	-1	-0.1
COc1ccc(S(=O)(=O)N(C)C[C@H]2Oc3ccc(NS(=O)(=O)c4cn(C)cn4)cc3C(=O)N([C@H](C)CO)C[C@@H]2C)cc1	22	-2	-5	4	-2	-2	4	0	0.4
Cc1nc2cc(-c3ccc(Cl)cc3)nn2c(C)c1CCC(=O)NCc1ccco1	1	-7	36	-15	22	-1	28	-2	0.2
CCC(C)Oc1nc(C)cc(C)c1S(=O)(=O)c1ccccc1C (configuration not stated)	-21	2	44*	24	24	2	42	-4	-2.1
CCCc1n[nH]c(=O)c2c1nnn2Cc1ccccc1	30	2	-7	-6	0	-2	-3	0	-1.9
COc1cccc(NC(=O)CN(C)C(=O)c2cc3c(s2)CCCCC3)c1	20	9	-11	-5	7	2	8	1	1.9

Structural class: the compounds so far with a thiophene ring, fused or not
SMILES	Mdm2-MdmX inh	CXCR6 block	tim10-1 inh	APJ antag	TIM10 inh	APJ agonist	tim23-1 inh	UPR XBP1 act	CHOP UPR activ
CC(C)C(C(=O)NCC1CCCO1)N(Cc1cccs1)C(=O)CNS(=O)(=O)c1ccccc1 (configuration not stated)	15	-3	-5	-12	-18	-1	-2	3	-1.3
COc1cccc(NC(=O)CN(C)C(=O)c2cc3c(s2)CCCCC3)c1	20	9	-11	-5	7	2	8	1	1.9

(next part)
SMILES	Mdm2-MdmX inh	CXCR6 block	tim10-1 inh	APJ antag	TIM10 inh	APJ agonist	tim23-1 inh	UPR XBP1 act	CHOP UPR activ
CCOC(=O)C1=CN(Cc2cccc(F)c2)S(=O)(=O)N(C)C1c1ccc(C(F)(F)F)cc1 (configuration not stated)	34	-1	21	.	10	.	42	-1	2.5
COc1cccc(C(=O)Nc2cccc3cccnc23)c1OC	-11	12	8	-13	6	-1	9	1	1.6
Cc1ncsc1CCC(=O)N1CCCC(C(=O)c2ccc3c(c2)OCO3)C1 (configuration not stated)	-20	-2	8	-13	-4	-6	13	1	2.2
NC(=O)c1ccc(CSc2nc3ccccc3s2)cc1	-70	-5	13	12	-3	-1	37	-1	4.8
NC1=NC(=O)C(Cc2ccc(F)cc2)S1 (configuration not stated)	21	3	-15	3	-5	-1	-3	-5	-1.3
CCCNC(=O)c1csc2c1CCCCC2	-9	2	8	8	1	-3	2	-2	1.5
CCN(CC)C(=N)/C(C#N)=N/Nc1ccccc1	1	2	3	6	0	-3	0	3	3.9
C/C(CCN1CCCCc2nc(C)c(C)cc21)=N\O[C@@H](C)CN1CCCCc2nc(C)c(C)cc21	-14	.	17	22	10	-8	15	-5	3.0
O=C(COC(=O)C1CCN(S(=O)(=O)c2cccs2)CC1)Nc1ccc(F)c(F)c1F	14	-2	11	27	9	1	22	-2	1.2
CCOC(=O)c1ccccc1OCc1cc(/C=N/NC(=O)c2ccncc2)ccc1OC	-11	-4	-13	-2	2	-1	12	-1	0.7
O=C(NC1CCOC1)c1cc(COc2cccc(C(F)(F)F)c2)on1 (configuration not stated)	-53	-5	17	16	5	5	22	-6	3.3
Cc1nn(C)c(C)c1S(=O)(=O)N1CCCC(C(=O)NC2CCCCC2)C1 (configuration not stated)	3	-6	2	-6	10	-4	4	-3	-0.7
Cc1nc2ccccc2n1-c1nc(-c2ccco2)cc(C(F)(F)F)n1	77*	7	32	9	25	-5	7	57*	174*
CSc1ncccc1C(=O)OCC(=O)c1[nH]c(C)c(C(C)=O)c1C	15	-7	17	-4	19	-3	23	-1	0.0
COc1ccc(/C(O)=C2/C(=O)C(=O)N(c3ccccn3)C2c2cccc(Cl)c2)cc1 (configuration not stated)	-3	3	19	15	-2	-3	26	4	2.4
